Mito fusion yeast = inhibitors of mitochondrial division or activators of mitochondrial fusion. S. cerevisiae fusion-defective mutant growth rescue, CellTiterGlo 48 h. Potency, µM (highest dose often 46.1 µM), for inactives: top-dose growth rescue (activation), most hits filed as activators. 320,000 tested, 0.23% active. AID 485298;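 note: potency is the fitted concentration of half-maximal effect; % of control where 0% means no effect; nearly all actives have a fitted effect of over 45% in size; temperature-sensitive fusion mutants such as fzo1-1 at 37 °C on non-fermentable ethanol glycerol medium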
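Read-out: ATP-based luminescence (CellTiterGlo, 10 min ambient) reporting growth of fusion-defective ts yeast after 48 hours at 37C on glycerol/ethanol YPEG medium in the presence of compound.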
TCR act = activates T cell receptor signaling; 330,000 tested, under 10 active; Potency, µM (highest dose often 9.22 µM), for the others: top-dose activation of IL-2 secretion, most hits filed as activators; AID 504894; primary human leukocytes, anti-CD3, IL-2 HTRF, 48 h; note: % of control where 0% means no effect
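Primary human leukocytes were stimulated with a-CD3 beads plus compounds for 48 hr without co-stimulation; secreted IL-2 was quantified by HTRF using a-IL-2-K (europium cryptate) and a-IL-2-d2, excited at 320nm with acceptor emission read at 665nm.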
USP2a inh = USP2a (human) protease inhibition | O75604 | USP2 core, Ub-CHOP2 coupled fluorogenic reporter, 485/531 | Potency, µM (series often up to 38.3 µM), inactives show at the highest dose activity change, negative = inhibition, usual class: inhibitors | 330,000 tested, 0.01% active | AID 463254;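 note: potency is the fitted concentration of half-maximal effect; plate controls were DMSO wells for no effect and full inhibition by NEM control for full effect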
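Deubiquitinase activity read as fluorescence (485/531 nm) after Ub-CHOP2 cleavage activates the enterokinase reporter on its substrate; USP2 core 10nM, Ub-CHOP2 and substrate 25nM each, 30min compound preincubation then 60min RT; data normalized to NEM, curves fitted.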
hERG WT inh = inhibitors of human wildtype KCNH2 potassium channel | activity change, % at 1.84 µM | 340,000 tested, 0.37% active | U2OS, BacMam KCNH2, thallium flux FluxOr; active compounds read low | AID 720551;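 active = maximum activity change below -70%; inconclusive = maximum activity change between -70% and -50%; inactive = maximum activity change above -50%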; note: % is set by controls: 0 for no effect and ±100 for the full control effect
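U2OS cells were transduced with wild-type KCNH2 virus (2.03 x 10^8 / mL) for 4 h at room temperature, then cultured overnight at 37 C. Thallium flux was read with FluxOr dye. Rate constants were normalized to DMSO controls.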
TSHR antag = blocks TSH signaling through the human TSH receptor; P16473; TSHR-expressing cells, TSH-stimulated cAMP HTRF, 2 h; active compounds read low; activity change, negative = inhibition, % at 11.5 µM; 330,000 tested, 0.2% active; AID 504810;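 active = activity change below a set negative limit, meaning inhibition stronger than a set level, cut at about -70% in these data; inconclusive = activity change between two set negative limits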; note: % is set by controls: 0 for no effect and ±100 for the full control effect
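Freshly harvested TSHR cells receive pin-tooled compound, then EC80 TSH at 4nM final. After 2 hours at 37 deg C, antibody in lysis buffer and cAMP-d2 are added; 30 minutes at ambient temperature precede the HTRF read.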
TRPV1 agonist = human TRPV1 agonism; Q8NER1; TRPV1-expressing cells, Fluo-8 calcium influx, agonist mode; activation, % at 8.33 µM; 320,000 tested, 0.19% active; in the data active = activation above about 80%; inconclusive = between about 30% and that limit; note: 0% is about no effect
Target sequence (Q8NER1 whole entry, looked up): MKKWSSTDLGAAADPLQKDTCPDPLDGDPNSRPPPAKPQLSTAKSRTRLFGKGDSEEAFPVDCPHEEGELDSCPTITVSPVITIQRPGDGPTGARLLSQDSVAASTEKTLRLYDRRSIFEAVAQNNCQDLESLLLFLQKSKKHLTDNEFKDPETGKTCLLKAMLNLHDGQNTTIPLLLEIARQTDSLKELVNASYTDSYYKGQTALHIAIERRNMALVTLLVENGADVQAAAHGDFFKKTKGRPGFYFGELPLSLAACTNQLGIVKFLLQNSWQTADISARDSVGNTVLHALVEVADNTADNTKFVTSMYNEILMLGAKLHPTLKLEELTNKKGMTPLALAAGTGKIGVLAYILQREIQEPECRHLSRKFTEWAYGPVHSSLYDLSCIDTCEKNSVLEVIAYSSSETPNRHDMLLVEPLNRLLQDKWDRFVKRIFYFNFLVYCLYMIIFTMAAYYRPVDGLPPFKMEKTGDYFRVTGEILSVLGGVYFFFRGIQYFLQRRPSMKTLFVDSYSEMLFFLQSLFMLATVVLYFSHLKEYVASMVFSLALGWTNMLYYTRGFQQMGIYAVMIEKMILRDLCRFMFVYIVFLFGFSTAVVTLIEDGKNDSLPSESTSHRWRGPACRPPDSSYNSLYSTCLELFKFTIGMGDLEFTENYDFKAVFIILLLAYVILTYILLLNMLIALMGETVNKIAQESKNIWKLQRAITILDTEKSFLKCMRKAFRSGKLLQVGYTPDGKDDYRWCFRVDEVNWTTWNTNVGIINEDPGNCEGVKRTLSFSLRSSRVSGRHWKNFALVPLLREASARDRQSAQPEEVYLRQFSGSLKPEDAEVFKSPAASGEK
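TRPV1-expressing cells were cultured overnight at 35.5C and loaded with Fluo-8 calcium dye for 40 to 90 min at room temperature. After a 10 s baseline, compound was added and calcium influx was read kinetically for 3 min (ex 480/em 520 nm).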
Eya2 phos inh = blocks the phosphatase activity of human Eya2 | AID 488837 | O00167 | Potency, µM (doses to about 76.9 µM), without a hit: top-dose activity, negative = inhibition, most hits filed as inhibitors | 330,000 tested, 0.006% active | recombinant Eya2, OMFP fluorescence dephosphorylation (OMFP is methylfluorescein phosphate); note: potency is the fitted concentration of half-maximal effect; % is set by controls: 0 for no effect and ±100 for the full control effect
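Eya2 (0.2 uM) preincubated 10 min at ambient with compound, then OMFP substrate added at 50 uM; 10 min reaction in 50 mM HEPES pH 7.5, 50 mM NaCl, 5 uM MgCl2, 0.05% BSA, 1 mM DTT. Fluorescence read at Ex 485/Em 525 nm.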
KCNH2 3.1 inh = blocks the human KCNH2 3.1 channel isoform | 340,000 tested, 0.95% active | AID 720553 | U2OS KCNH2 3.1, thallium flux FluxOr; active compounds read low | activity change, % (tested at about 1.8 µM);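 active = maximum activity change below -70%; inconclusive = maximum activity change from -70% to -50%; inactive = maximum activity change above -50%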;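 note: thallium influx rate constant from kinetic fluorescence after stimulation buffer; % is set by controls: 0 for no effect and ±100 for the full control effect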
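Steps: virus added to U2OS suspension (4 h, RT, dark); medium with 10% FBS added, cells plated, 37 C overnight; FluxOr/Red40 loading buffer 45 min RT; stimulation buffer, 2 min kinetic read; rate constant normalized.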
ELG1 DNA repair = ELG1-dependent DNA repair inhibition; HEK293T ELG1-luciferase reporter, luminescence, 16 h; DNA damage induced by 5-fluorouridine; AID 504467; 330,000 tested, 2.3% active; Potency, µM (series often up to 46.1 µM), inactives show top-dose activity change, negative = inhibition, hits mostly inhibitors; note: potency is the fitted concentration of half-maximal effect; % is set by controls: 0 for no effect and ±100 for the full control effect; nearly all actives have a fitted effect of over 55% in size
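DMSO vehicle served as the neutral condition. Each well held 2,000 cells given 5-fluorouridine plus compound; after 16 hr at 37 °C/5% CO2, ONE-Glo was added and luciferase measured 30 min later.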
AT treatment = potential ataxia-telangiectasia treatment; […] A-T fibroblasts, KAP-1 phosphorylation AlphaLISA; neocarzinostatin DNA damage 30 min before lysis; Potency, µM (highest dose often 57.5 µM), without a hit: top-dose activation, actives largely listed as activators; 320,000 tested, 0.19% active; AID 485349; note: potency is the fitted concentration of half-maximal effect; % of control where 0% means no effect; nearly all actives have a fitted effect of over 45% in size
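hTERT-immortalized A-T patient fibroblasts ([…]), 500 cells/well in OPTI-MEM, 1% FBS, got compounds for 60 min, then NCS for 30 min at 37C. Lysates were then assayed for phospho-KAP-1 by AlphaLISA (anti-pKAP1 donor, anti-KAP1 acceptor beads), 6 hr at 25C.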
The depositor's hits bear a star; ? = inconclusive; nt = not tested or not shown; [ ] = dose if it differs, or a comment. Unless noted, calls come from the whole dose curve; as a rule, active = well fitted curve in the direction sought with a large enough effect; inconclusive = small, poorly fitted or top-dose-only effect, or another doubt; inactive = no such curve, though single readings can be large; an effect the other way counts as inactive or inconclusive. The list is partial; count on the stated rates, not on these rows.

#	Compound	Mito fusion yeast	TCR act	USP2a inh	hERG WT inh	TSHR antag
1	CN(Cc1ccccc1)C(=O)CN1C(=O)c2ccccc2C1=O	6%	nt	1%	-3	15
2	COc1ccc(NC(=O)CN(C)S(=O)(=O)c2cccs2)cc1	0%	5%	1%	-5	-5
3	Cc1ccc(S(=O)(=O)NNC2=NS(=O)(=O)c3ccccc32)c(C)c1	1%	0%	-3%	-8	11
4	O=C(CSc1nnc(CCCN2C(=O)c3cccc4cccc(c34)C2=O)n1-c1ccccc1)NCCCO	-4%	-1%[46.1 µM]	4%	-2	-10
5	CCOC(=O)COn1c(=O)c(-c2ccc(Cl)cc2)[n+]([O-])c2ccccc21	-7%	-5%	0%	2	0
6	COc1ccccc1C(=O)Oc1cc(C)[nH]c(=O)c1[N+](=O)[O-]	0%	2%	3%	-10	-3
7	CCN1CCN(CCn2c(=S)[nH]c3ccccc3c2=O)CC1	-1%	3%	1%	-6	1
8	O=C(Cn1nnc2ccccc2c1=O)N[C@@H](Cc1c[nH]c2ccccc12)C(=O)O	-6%	0%[46.1 µM]	0%	-6	4
9	Cc1c(C)n(CCN(C)C)c2ncnc(NCc3ccccc3)c12	0%	4%	4%	13	0
10	CC1=C(C(=O)Nc2ccccc2)C2(CCCCC2)C(C(N)=O)C(=S)N1 (stereo not drawn)	-1%	-20%[46.1 µM]	4%	0	10
11	O=C1CC(c2ccccc2)CC(O)=C1C=Nc1ccccc1 (stereo not drawn)	-2%	-6%	1%	-2	9
12	NC(=O)C1CCN(C(=O)c2ccc(F)c(S(=O)(=O)N3CCOCC3)c2)CC1	-4%	-5%	0%	11	4
13	CC(/C=N/NC(=O)c1cccs1)=C\c1ccccc1	3%[9.22 µM]	1%	-8%	10	-4
14	O=[N+]([O-])c1cc(S(=O)(=O)C(F)(F)F)ccc1N1CCN(c2ccccc2)CC1	?	1%[46.1 µM]	2%	7	-13
15	CCOc1ccccc1NC(=O)c1ccc2c(c1)C(=O)N(C(C)(C)C)C2=O	0%	nt	0%	1	3

#	TRPV1 agonist	Eya2 phos inh	KCNH2 3.1 inh	ELG1 DNA repair	AT treatment
1	1	15%	-1	2%	-3%
2	0	16%	-2	?	0%
3	1	12%	-8	6%	2%
4	-4	-1%	5	-5%	2%
5	-1	7%	10	18%	-13%
6	-1	3%	1	5%	-8%
7	0	22%	1	0%	2%
8	-3	2%	5	-1%	-3%
9	0	-4%	-3	23%	-14%
10	1	0%	21	14%	-7%
11	?	-8%	-1	-10%	-3%
12	-3	-7%	11	13%	-4%
13	19	-17%	-19	?	0%
14	1	-1%	10	-21%	-12%
15	4	4%	7	-6%	10%

(continued)
#	Compound	Mito fusion yeast	TCR act	USP2a inh	hERG WT inh	TSHR antag
16	COc1ccc(C(CNC(=O)c2cc3ccccc3cc2OC)N2CCCC2)cc1 (stereo not drawn)	2%	0%	2%	1	-19
17	CCOC(=O)C1CCCN(C(=O)COC(=O)c2ccc(C#N)cc2)C1 (stereo not drawn)	14%	2%	0%	-11	13
18	CCOC(=O)C(CCCCOc1cccc(CC)c1)C(=O)OCC	-1%	-4%[46.1 µM]	1%	1	1
19	O=C(COC(=O)C1CCCCC1)Nc1cccc(F)c1	nt	1%[46.1 µM]	3%	-6	-8
20	COc1ccc2[nH]c(=O)c(CNc3cc(C)ccc3C)cc2c1	3%	-14%	2%	-3	5
21	CCOC(=O)COc1ccc(/C=C2\NC(=S)N(CC)C2=O)cc1	0%	3%[46.1 µM]	2%	2	-11
22	CCOC(=O)Cc1csc(SC(C)C(=O)Nc2ccc(NC(C)=O)cc2)n1 (stereo not drawn)	0%	3%	9%	1	2
23	Cc1nn2c(N3CCN(C(=O)c4ccco4)CC3)cc(C(C)(C)C)nc2c1-c1ccc(Cl)cc1	0%	nt	3%	nt	57
24	CC(=O)C[C@H](O)CC(=O)[C@H]1OC(=O)CCCCCCCc2ccccc21	-2%	-4%	0%	nt	-10
25	Cc1cc(-n2c(C)cc(C(=O)CSc3nc4ccccc4c(=O)n3Cc3ccco3)c2C)no1	-1%	0%	1%	-6	2
26	CC1(C)Cc2c(sc(NC(=O)c3ccco3)c2C#N)C(C)(C)N1	1%	-6%	1%	4	2
27	N=c1oc2ccccc2cc1-c1nc(-c2ccccc2)cs1	3%	3%[46.1 µM]	7%	-18	-17
28	O=C(/C=C/Nc1ccc(Br)cc1F)c1ccco1	1%	4%	4%	2	-7
29	CCOc1cc(C(=O)N=c2sccn2C)ccc1OC(F)F	5%	8%	0%	4	-4
30	CCOc1ccc(CCNC(=O)C2CC(C)=CCC2C(=O)O)cc1OCC (stereo not drawn)	2%	0%	-2%	1	-11

#	TRPV1 agonist	Eya2 phos inh	KCNH2 3.1 inh	ELG1 DNA repair	AT treatment
16	?	2%	1	-8%	-2%
17	10	-15%	17	14%	2%
18	7	-12%	-6	-1%	0%
19	nt	0%	11	-5%	14%
20	-1	6%	-11	3%	19%
21	-1	-4%	6	9%	-11%
22	0	8%	-4	-6%	1%
23	?	1%	nt	-5%	1%
24	2	-3%	nt	12%	8%
25	-3	5%	13	16%	3%
26	3	7%	2	0%	0%
27	26	2%	-6	?	24%
28	?	4%	-15	?	3%
29	4	7%	-4	0%	28%
30	3	10%	13	-7%	3%

The results go on.
#	Compound	Mito fusion yeast	TCR act	USP2a inh	hERG WT inh	TSHR antag
31	CCOC(=O)c1[nH]c2cc3c(cc2c1CCCN1C(=O)c2ccccc2C1=O)OCCO3	-5%	5%	1%	-11	-9
32	Cc1nc2c(C(=O)NCc3ccc4c(c3)OCO4)cnn2c(C)c1Cc1ccc(F)cc1Cl	3%	3%	-8%	-17	12
33	CC(C)(C)C(=O)C(CO)(Oc1ccc(Cl)cc1)n1cncn1 (stereo not drawn)	-5%	3%	4%	7	-4
34	O=C(CNS(=O)(=O)c1ccc(Br)cc1)N1CCOCC1	0%	-3%	5%	-3	6
35	c1ccc(Cn2nnc3c(N4CCc5ccccc54)ncnc32)cc1	4%	0%[46.1 µM]	-1%	-10	8
36	Nn1c(SCC(=O)NC(=O)NCc2ccccc2)nnc1C1CC1	-2%	-3%	-1%	15	6
37	Cc1ccc(S(=O)(=O)n2ccc3c(OCCOCCSCC(NC(=O)OC(C)(C)C)C(=O)O)cccc32)cc1 (stereo not drawn)	-12%	0%	2%	-3	-15
38	O=C(CCC1CCCN(Cc2cccc(Cl)c2)C1)NCc1ccccc1F (stereo not drawn)	-2%	-1%	7%	8	5
39	OCCNc1cc(Cl)ncn1	2%	5%	3%	3	-2

#	TRPV1 agonist	Eya2 phos inh	KCNH2 3.1 inh	ELG1 DNA repair	AT treatment
31	?	1%	-1	-10%	-4%
32	-1	-9%	-19	21µM*	7%
33	3	-2%	-5	-2%	6%
34	-1	-3%	2	1%	-15%
35	1	-13%	-12	?	5%
36	1	16%	7	5%	9%
37	4	-17%	11	?	-9%
38	15	18%	-5	-10%	-5%
39	-2	-4%	-8	-6%	3%

Nos. 1 to 3, quoted:
#	Compound	Mito fusion yeast	TCR act	USP2a inh	hERG WT inh	TSHR antag
1	CN(Cc1ccccc1)C(=O)CN1C(=O)c2ccccc2C1=O	6%	nt	1%	-3	15
2	COc1ccc(NC(=O)CN(C)S(=O)(=O)c2cccs2)cc1	0%	5%	1%	-5	-5
3	Cc1ccc(S(=O)(=O)NNC2=NS(=O)(=O)c3ccccc32)c(C)c1	1%	0%	-3%	-8	11

#	TRPV1 agonist	Eya2 phos inh	KCNH2 3.1 inh	ELG1 DNA repair	AT treatment
1	1	15%	-1	2%	-3%
2	0	16%	-2	?	0%
3	1	12%	-8	6%	2%

Compound activity deposited in PubChem by National Center for Advancing Translational Sciences (NCATS).
